Screens: PubChem BioAssay, Broad Institute
RAD52 inh – RAD52 (human) annealing inhibition | hit rate 0.46% among 360,000 | AID 651710 | recombinant RAD52 DNA annealing, FRET fluorescence | P43351 | inhibition, % at 18.7 µM;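 active = every replicate showing at least 50% inhibition; inconclusive = mean inhibition at least 50% but not in every replicate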
Casp6 inh – blocks human caspase-6 cleavage activity | P55212 | purified caspase-6, Z-VEID-R110 cleavage fluorescence | inhibition, % at 12.5 µM | hit rate 0.53% among 350,000;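 active = mean inhibition across replicates at least about 35%, with every replicate also reaching that limit, limit read from the data; inconclusive = only one of the two criteria met; inactive = neither criterion met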;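 note: 0% = median of neutral control wells and 100% = no fluorescence left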
Target sequence (P55212 24-179 limits assumed): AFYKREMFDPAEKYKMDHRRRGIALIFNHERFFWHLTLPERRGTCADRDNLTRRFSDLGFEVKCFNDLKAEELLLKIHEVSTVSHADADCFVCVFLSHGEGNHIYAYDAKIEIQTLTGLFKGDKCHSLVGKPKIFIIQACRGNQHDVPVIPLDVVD
Target sequence (P55212 194-293 limits assumed): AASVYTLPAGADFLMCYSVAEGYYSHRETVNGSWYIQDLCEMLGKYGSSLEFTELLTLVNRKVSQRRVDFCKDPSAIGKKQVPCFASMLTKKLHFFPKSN
INS-1E GSIS act – GLuc luminescence reporter in INS-1E cells, primary screen for activators of glucose-dependent secretion of insulin; INS-1E GLuc reporter insulin secretion, 2-3 h; activation, % at 16.6 µM; hit rate 0.61% among 370,000;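 active = lowest replicate activation of at least 40%, so every replicate reaches that level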;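 note: 0% = median of neutral control wells and 100% = median of IBMX positive control wells; some compounds called inactive have numbers as strong as hits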
CFTR F508del cor – CFTR F508del correction in bronchial cells | CFBE cells, YFP halide quenching; stimulated with forskolin plus potentiator P3; % fluorescence drop versus neutral controls | activity (quench increase), % at 7.58 µM | hit rate 0.36% among 350,000;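 active = mean added fluorescence quench of at least 8% versus neutral control, with both replicates also reaching 8%; inconclusive = only one of the mean or replicate conditions met; inactive = mean below 8% and not both replicates reaching 8%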;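 note: cells transiently co-express mutant CFTR-F508del with the halide-sensitive YFP; corrector assay measuring rescue of mutant channel to the surface after 24 h compound exposure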
E-sel inducer – E-selectin induction on HUVECs; P16581; HUVEC E-selectin immunofluorescence imaging; normalized: neutral wells 0, TNF-alpha wells 100; activation, % at 7.58 µM; hit rate 0.37% among 260,000; AID 686992;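 active = mean E-selectin-positive cell signal at least 10% of the positive control, reached in at least 60% of replicates, without over 20% cell loss; inconclusive = no rule given, readout overlaps actives, possibly toxicity-flagged; inactive = the rest, including those meeting only one limit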;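 note: in these data hits start at about 27%; measured in HUVEC primary endothelial cells; signal is the percent of cells scored E-selectin positive by PE staining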
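System: HUVEC, human umbilical vein endothelial cells; quantity: 3,000 cells/well; buffer or medium: EGM-2 medium, gelatin-coated wells; dosing: single-point compound dose; detection: immunofluorescence imaging; evaluation: % PE-positive cells; benchmarks: TNF-alpha, DMSO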
RAD54 branch – RAD54 (human) branch migration inhibition; Q92698; RAD54 Holliday junction branch migration, FAM/BHQ fluorescence; inhibition, % at 10.4 µM; hit rate 0.14% among 360,000; AID 602329;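 active = mean normalized replicate activity at least 40 and at least half of replicates scoring 40 or more; inconclusive = only one of the two criteria met; inactive = mean below 40 and under half of replicates reaching 40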;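 note: 0% = median of neutral control wells and 100% = median of positive control wells; inhibitors cause a drop in the FAM fluorescence signal; in these data hits start at about 50%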
Target sequence (Q92698 whole entry, looked up): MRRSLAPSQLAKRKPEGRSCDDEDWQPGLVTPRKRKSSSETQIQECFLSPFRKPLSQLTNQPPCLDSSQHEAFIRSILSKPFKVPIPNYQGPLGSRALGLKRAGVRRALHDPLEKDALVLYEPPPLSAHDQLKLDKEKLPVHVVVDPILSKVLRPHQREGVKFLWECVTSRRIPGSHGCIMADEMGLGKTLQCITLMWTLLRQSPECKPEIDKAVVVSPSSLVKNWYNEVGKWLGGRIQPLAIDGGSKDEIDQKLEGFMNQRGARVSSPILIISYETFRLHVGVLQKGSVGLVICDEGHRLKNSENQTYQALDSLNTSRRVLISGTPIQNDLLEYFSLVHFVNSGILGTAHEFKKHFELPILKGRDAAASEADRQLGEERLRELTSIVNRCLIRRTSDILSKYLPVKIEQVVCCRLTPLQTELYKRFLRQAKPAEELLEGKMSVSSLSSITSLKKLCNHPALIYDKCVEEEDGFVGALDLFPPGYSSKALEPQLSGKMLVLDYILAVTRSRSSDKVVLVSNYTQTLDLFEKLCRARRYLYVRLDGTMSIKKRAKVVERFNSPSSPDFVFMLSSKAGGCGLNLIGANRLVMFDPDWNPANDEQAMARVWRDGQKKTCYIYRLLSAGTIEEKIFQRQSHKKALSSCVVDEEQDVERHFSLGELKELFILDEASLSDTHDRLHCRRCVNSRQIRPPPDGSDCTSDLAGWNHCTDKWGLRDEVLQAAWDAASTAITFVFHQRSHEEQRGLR
Xi reactivation – X-chromosome reactivation activator; XiGFP mouse fibroblasts, % GFP-positive cells imaging, 3 d; cells co-treated with 5-aza-dC sensitizer; scaled so ellipticine positive control = 100%; activation, % at 7.58 µM; hit rate 0.055% among 360,000;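 active = mean normalized replicate activation at least 10% and every replicate at or above 10%; inconclusive = only one of the two criteria met; inactive = mean below 10% and not all replicates reach 10%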;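 note: 0% = median of on-plate neutral control wells and 100% = ellipticine 6 µM median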
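Assay system: SV40-immortalized XiGFP fibroblast cells, line 68-5-11; buffer or medium: DMEM plus 5-aza-dC sensitizer; compound: one concentration, pinned; timing: compounds 3 days, fix/stain 15 min at room temperature; benchmarks: positive control ellipticine, 6 µM final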
DENV2 CPE rescue – protects cells from dengue virus 2 cytopathic effect; DENV2-infected cells, cytopathic effect rescue, plate reader; CPE inhibition, % at 9.99 µM; hit rate 1.7% among 350,000; AID 651640; in the data active = CPE inhibition above about 20%, passing the limit was not always enough; inconclusive = no clear call, values can overlap the other calls; tested in BHK-21 cells;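 note: 0% = median of neutral control wells and 100% = median of positive control wells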
The depositor's hits bear a star; ? = inconclusive; nt = not tested or not shown; & = joins results of further samples.

SMILES	RAD52 inh	Casp6 inh	INS-1E GSIS act	CFTR F508del cor	E-sel inducer	RAD54 branch	Xi reactivation	DENV2 CPE rescue
C[C@H](CO)N1C[C@H](C)[C@H](CN(C)S(C)(=O)=O)OCCCC[C@H](C)Oc2ccc(NC(=O)NC3CCCCC3)cc2C1=O	12	0	-1	-3.8	0.5	-4	0.2	2
C[C@@H]1CN([C@H](C)CO)C(=O)CCCn2nncc2CO[C@@H]1CN(C)S(=O)(=O)c1ccc(-n2cccn2)cc1	-8&-1	-4&0	-2&3	3.0&-1.4	-0.2	-8&5	0.0&0.3	10&-1
CCCCCc1ccc(-c2cn(CCCOCc3ccccc3)nn2)cc1	1	6	nt	0.1	-0.1	-8	0.0	nt
Nc1nc(N2CCN(c3ccccc3)CC2)n[nH]1	-3	-4	16	-3.5	nt	4	0.0	-1
COCC(=O)Nc1ccc2c(c1)C(=O)N(C)[C@@H]1CC[C@@H](CC(=O)NCc3ccccc3Cl)O[C@@H]1CO2	nt	nt	4	2.5	0.0	-6	0.3	6
O=C(O)C(Oc1ccc(Cl)cc1)c1ccc(Cl)cc1 (stereo not given)	-1	1	-2	0.8	0.3	-4	0.0	5
CC(CC(=O)O)CC(=O)Nc1cccc([N+](=O)[O-])c1 (stereo not given)	-14	1	7	-0.7	nt	nt	0.0	1
NC(=O)CC[C@H](NC(=O)c1ccc(F)cc1)C(=O)N1CCN(Cc2ccc3c(c2)OCO3)CC1	-13	-5	nt	-0.2	0.2	-4	0.4	-4
OCCNCCOCCOc1ccccc1-c1ccccc1	nt	nt	5	nt	-0.6	3	-0.1	nt
Cc1ccc(Nc2c(-c3cccnc3)nc3ccc(Br)cn23)cc1	-11	-3	2	-0.6	-0.6	nt	0.0	0
COC(=O)[C@]12CCCCC=C1N(Cc1ccc(Cl)cc1Cl)C(=O)[C@H](CC(=O)NCc1cccc3ccccc13)C2	-6	-2	5	-1.9	0.1	nt	0.1	-3
C[C@H]1CN([C@@H](C)CO)C(=O)c2cc(-c3ccc(C(=O)N(C)C)cc3)cnc2O[C@@H]1CN(C)C(=O)c1cccnc1	7	-2	-7	-2.5	nt	3	-0.1	3
O=C(NC1CCCCC1)C(c1ccc2ncccc2c1)N(Cc1ccccc1)C(=O)c1cccs1 (stereo not given)	3	-1	-18	nt	nt	2	nt	nt
COc1cc(C)c(C)cc1S(=O)(=O)n1c(C)nc2ccccc21	-3	1	-2	-2.3	nt	-2	0.0	2
Cc1ccsc1C(=O)N/N=C/c1ccc2c(c1)OCO2	-9	-4	3	3.7	-0.1	4	0.0	?
C[C@H]1CCCCO[C@H](CN(C)CC2CC2)[C@@H](C)CN([C@@H](C)CO)C(=O)c2cc(NS(=O)(=O)c3ccc(F)cc3)ccc2O1	42	-1	12	2.6	3.4	8	-0.1	2
c1ccc(CCc2nc(-c3ccc(-n4cccc4)cc3)no2)cc1	-10	0	4	-0.3	0.0	-13	0.0	-4
OC[C@@H]1Nc2ccc(-c3ccccc3)cc2[C@@H]2[C@H]1CCN2Cc1ccc(F)cc1	-43	1	8	1.4	0.0	-13	0.0	9
O=C(NNC1=NCCCCC1)Nc1ccc(Cl)cc1	-14	-2	6	-1.2	5.9	nt	0.0	5
C[C@H](CO)N1C[C@H](C)[C@@H](CN(C)C(=O)CN(C)C)Oc2cc(C#CCC3CCCC3)ccc2S1(=O)=O	47	-4	-18	-2.8	0.7	-1	-0.7	-5
C[C@@H]1CN([C@H](C)CO)C(=O)Cc2cc(NC(=O)CCN3CCOCC3)ccc2O[C@H]1CN(C)Cc1ccc(C(=O)Nc2ccccc2N)cc1	34	4	0	-0.5	24	nt	0.3	-9
C[C@@H]1CN([C@H](C)CO)C(=O)c2c(c3ccccc3n2C)-c2ccccc2CO[C@@H]1CN(C)Cc1cccc(F)c1	5	-1	-21	2.4	0.3	nt	-0.2	-8
COc1cc(CNCc2ccc(C(=O)O)cc2)ccc1OCc1ccc(F)cc1	-3	-2	8	-3.7	0.0	1	0.0	4
CCc1nccn1S(=O)(=O)c1ccccc1[N+](=O)[O-]	0	-1	11	-1.6	0.0	-7	0.0	-5
C=CCn1c(SCc2csc(-c3ccc(Cl)cc3)n2)nnc1-c1ccccc1OC	-17	2	-50	nt	-0.3	nt	-0.1	-5
Next section:
SMILES	RAD52 inh	Casp6 inh	INS-1E GSIS act	CFTR F508del cor	E-sel inducer	RAD54 branch	Xi reactivation	DENV2 CPE rescue
Cc1cc(C)c2nc(N3CCC(C(=O)NCCCN4CCCC4=O)CC3)sc2c1	2	-2	-5	-1.4	nt	6	0.0	9
O=C(NCc1ccccn1)C(=O)NCC(c1ccco1)N1CCN(c2ccc(F)cc2)CC1 (stereo not given)	-10	2	6	3.7	-0.3	nt	-0.3	-2
Cc1ccc(SCC(=O)Nc2nncs2)cc1	-10	3	0	0.2	0.1	0	0.0	-1
C[C@@H]1CN([C@@H](C)CO)C(=O)c2cc(NC(=O)Nc3cccc4ccccc34)ccc2O[C@H]1CN(C)Cc1ccc(-c2ccccc2)cc1	2	-2	-2	0.1	0.0	5	0.2	-5
CN1CCN(C(=O)C[C@@H]2CC[C@@H]3[C@@H](COc4ccc(NC(=O)c5cscn5)cc4C(=O)N3C)O2)CC1	2	-4	0	2.5	0.0	5	0.2	4
CN=C1N(C)C[C@@H]2[C@@H]3C(=O)N(Cc4ccccc4)C(=O)[C@@H]3[C@](Cc3ccccc3)(C(=O)OC)N12	-1	2	-6	-1.1	-0.1	4	0.0	2
CC/C=C/C(=O)N1CC2(CC(c3cccc(NC(=O)CCCCC)c3)=NO2)C[C@H]1C(N)=O (stereo not given in full)	-8	3	nt	-1.0	-0.1	6	0.0	-6
Cc1cc(C(=O)Nc2nc3ccc(S(C)(=O)=O)cc3s2)c(C)o1	-36	6	2	-1.6	nt	9	nt	0
CCC(=O)N[C@H]1C=C[C@H](CC(=O)NCc2ccc(OC)cc2)O[C@@H]1CO	3	6	-14	-1.7	-0.2	-3	-0.3	0
O=C(Nc1ccc(Cl)c(Cl)c1)N[C@H]1CC[C@H](CCn2cc(C3CC3)nn2)O[C@@H]1CO	-5	-4	-18	0.3	-0.2	-2	0.0	-3
C=CCNC(=S)/N=c1/ccccn1CCC	-10	1	-9	-1.6	3.0	nt	0.2	5
Cc1cc(C)nc(NS(=O)(=O)c2ccc(NC(=O)COc3ccccc3F)cc2)n1	-13	0	23	2.7	-0.7	nt	0.1	-3
CCOC(=O)Nc1ccc(OC(=O)Oc2ccc(NC(=O)OCC)cc2)cc1	-6	-1	6	-1.8	-0.1	nt	0.2	1
C[C@H](CO)N1C[C@H](C)[C@@H](CN(C)C(=O)Nc2ccc3c(c2)OCO3)OCCCC[C@H](C)Oc2ccc(NS(=O)(=O)c3cccs3)cc2C1=O	-15	1	-1	-4.3	0.1	-12	0.1	-2
COc1cccc(NC(=O)CN(C)C(=O)CCC(=O)c2cc(C)sc2C)c1	-17	-2	-15	-0.2	0.0	0	0.0	1
O=C(NC1CCOC1=O)c1ccccc1 (stereo not given)	-76	-5	-1	4.4	-1.1	-1	0.0	11
COC(=O)[C@]1(C)N[C@H](CN(C)C(=O)c2ccccc2)[C@@H]2C(=O)N(C)C(=O)[C@@H]21	-21	3	8	3.1	0.2	1	0.4	1
CCNc1nc(NC(C)C)nc(NS(=O)(=O)c2ccc(C)cc2)n1	-4	1	12	-2.2	nt	-2	0.0	6
O=C(CN(C(=O)c1csnn1)c1ccccc1Cl)NC1CCCCC1	-12	-2	5	-0.4	nt	1	0.0	-7
CC(C)C[C@H]1CN(CCCC[C@@H]2CNC(=O)C(=O)N2Cc2ccccc2)C(=O)C(=O)N1Cc1ccccc1	-10	-2	2	-4.1	nt	nt	-0.1	17
CC(=O)Nc1cccc(Oc2nc(C(F)(F)F)nc3ccccc23)c1	-8	-3	-1	-2.5	-0.1	-5	0.2	-4
COC(=O)C(NS(=O)(=O)c1ccc(N2CCCC2=O)cc1)c1ccccc1 (stereo not given)	-22	5	23	-1.1	-0.7	-12	0.0	-4
Cc1ccc(N2CC(C(=O)NCc3nnnn3-c3ccc(C)c(C)c3)CC2=O)cc1 (stereo not given)	2	0	-4	-1.1	nt	-9	0.1	-2
COc1ccc(-n2c(C)nn(CCOc3ccccc3)c2=O)cc1	-15	-1	-1	2.7	nt	nt	0.0	-5
Cc1cc(NC(=O)CSCC(=O)NCc2cccc(C(F)(F)F)c2)no1	-12	3	-8	-1.5	-0.1	nt	0.1	-4
C#CCN(CC=C(C)C)[C@H](CO)c1ccccc1	nt	4	nt	2.0	nt	1	nt	11
O=C(COC(=O)COc1ccccc1F)NC1CC1	-12	0	-3	2.2	-0.2	-4	0.3	2
Cc1nc(C(=O)NC(C)C)nn1-c1cc(Cl)cc(Cl)c1	-4	2	25	-0.8	-0.1	nt	0.1	5
C[C@H](CO)N1C[C@H](C)[C@H](CN(C)C(=O)Nc2ccc(C(F)(F)F)cc2)Oc2ccc(NS(=O)(=O)c3ccc(F)cc3)cc2CC1=O	3	nt	-12	5.4	-0.2	3	0.4	6
Cc1ccc(NC(=O)Cn2nc(-c3ccco3)ccc2=O)cc1Cl	-7	3	3	-3.1	2.5	-2	0.0	17

An excerpt from above in order of heavy-atom count, rising:
SMILES	RAD52 inh	Casp6 inh	INS-1E GSIS act	CFTR F508del cor	E-sel inducer	RAD54 branch	Xi reactivation	DENV2 CPE rescue
C=CCNC(=S)/N=c1/ccccn1CCC	-10	1	-9	-1.6	3.0	nt	0.2	5
CC(CC(=O)O)CC(=O)Nc1cccc([N+](=O)[O-])c1 (stereo not given)	-14	1	7	-0.7	nt	nt	0.0	1
Cc1nc(C(=O)NC(C)C)nn1-c1cc(Cl)cc(Cl)c1	-4	2	25	-0.8	-0.1	nt	0.1	5
Cc1cc(C(=O)Nc2nc3ccc(S(C)(=O)=O)cc3s2)c(C)o1	-36	6	2	-1.6	nt	9	nt	0
CCNc1nc(NC(C)C)nc(NS(=O)(=O)c2ccc(C)cc2)n1	-4	1	12	-2.2	nt	-2	0.0	6
CCCCCc1ccc(-c2cn(CCCOCc3ccccc3)nn2)cc1	1	6	nt	0.1	-0.1	-8	0.0	nt
Cc1ccc(N2CC(C(=O)NCc3nnnn3-c3ccc(C)c(C)c3)CC2=O)cc1 (stereo not given)	2	0	-4	-1.1	nt	-9	0.1	-2
CN1CCN(C(=O)C[C@@H]2CC[C@@H]3[C@@H](COc4ccc(NC(=O)c5cscn5)cc4C(=O)N3C)O2)CC1	2	-4	0	2.5	0.0	5	0.2	4
CC(C)C[C@H]1CN(CCCC[C@@H]2CNC(=O)C(=O)N2Cc2ccccc2)C(=O)C(=O)N1Cc1ccccc1	-10	-2	2	-4.1	nt	nt	-0.1	17
COC(=O)[C@]12CCCCC=C1N(Cc1ccc(Cl)cc1Cl)C(=O)[C@H](CC(=O)NCc1cccc3ccccc13)C2	-6	-2	5	-1.9	0.1	nt	0.1	-3

No enrichment for hits; about 3.7% have a hit in one of these screens.
